Assay outcomes from PubChem.
aSyn yeast inh: qHTS of alpha-syn Inhibitors; Yeast expressing alpha-synuclein, growth rescue, BacTiter-Glo, 24 h; 370,000 tested, 0.14% active; Potency, µM (top dose mostly 46.1 µM), without a hit: top-dose growth rescue (activation), usual class: activators; AID 652106, 2013; active = well fitted activation curve with a large enough effect; inconclusive = small, poorly fitted or top-dose-only effect; inactive = no such curve, though single readings can be large or run the other way; note: % of control where 0% means no effect; nearly all actives have a fitted effect of over 65% in size
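Readout is rescue of growth in alpha-synuclein-expressing yeast, so inhibitors of toxicity appear as activators. Growth after 24 hr at 30 deg C in galactose medium is quantified by luminescence.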
The depositor's hits bear a star; ? = inconclusive; & = joins results of further samples; [ ] = another dose, or the depositor's remark. Potency is the fitted concentration of half-maximal effect.

SMILES | aSyn yeast inh
O=S(=O)(c1cnc2ccccc2c1)N1CCN(c2nc(-c3cccs3)nc3ccccc23)CC1 | -10%
Cc1cccc(OCC(=O)Nc2cc(-c3nc4cc(Cl)ccc4o3)ccc2C)c1 | -3%
CN=C1N[C@H](c2ccccc2)N(c2ccccc2)S1 | -20%
Cc1ccc2c(C(=O)CNC3=NCCS3)c(C)[nH]c2c1 | -4%
O=C(C[n+]1cccc(Cl)c1)c1ccc(F)cc1 | 8%
O=S(=O)(c1cccc(C(F)(F)F)c1)N1CCN(c2nc(-c3cccs3)nc3ccccc23)CC1 | -1%
O=C(c1ccc2c(=O)n(CC3CCCO3)c(=S)[nH]c2c1)N1CCN(C(=O)c2ccco2)CC1 (stereo unspecified) | 23%
O=C1COc2ccc(-c3csc(-c4ccc(Cl)cc4)n3)cc2N1 | 2%
Cc1ccc(S(=O)(=O)N2CCN(c3nc(-c4cccs4)nc4ncccc34)CC2)cc1 | -2%
Brc1cccc[n+]1Cc1ccccc1C[n+]1ccccc1Br | -6%
COc1ccc(N(C(C)=O)C2SC(=O)N(c3ccccc3)C2=O)cc1 (stereo unspecified) | 0%
COCCOC(=O)N1CCN(/[N+]([O-])=N/Oc2ccc([N+](=O)[O-])cc2[N+](=O)[O-])CC1 | -74%[inhibitor]
CN(C)c1ccc(/C=C/c2ccnc3c(Cl)ccc(Cl)c23)cc1 | -6%
CCCCC/C=C\CC(O)/C=C/c1cccc(CC(O)CCCCO)n1 (stereo unspecified) | 5%
Cc1c(C)c(C)c(/C=C/c2ccnc3ccccc23)c(C)c1C | -9%
CCCN1CNc2c(c(=O)[nH]c(=S)n2CCc2ccc(Cl)cc2)C1 | -1%
CN(C)c1ccc(N=Cc2cccc3ccccc23)cc1 | -7%
NCCSc1nc2ccccc2s1 | -1%
OC[C@H]1O[C@H](n2cnc3c(N[C@H]4CCC[C@@H]4O)ncnc32)[C@H](O)[C@@H]1O | -9%
C(=C\c1ccnc2ccccc12)/c1ccc(N2CCOCC2)cc1 | -31%[inhibitor]
O=c1c2ccccc2sn1-c1cc(S(=O)(=O)N2CCOCC2)ccc1N1CCCCC1 | -1%
O=C(Nc1ccc(Cl)cn1)c1cnn2c1NC(=C1CC1)C=C2C(F)F | 1%
C=CCNC(=O)c1cnn2c1NC(=C)C=C2C | 2%
C#C[C@]1(O)CC[C@H]2[C@@H]3CCC4=Cc5oncc5CC4(C)[C@H]3CCC21C (stereo partly specified) | -8%
O=C1CC(c2ccccc2)CC2=C1C(c1ccco1)n1nc(C(F)(F)F)nc1N2 (stereo unspecified) | ?

(next part)
SMILES | aSyn yeast inh
Cc1ccc(S/C(=N/S(=O)(=O)c2ccc(Cl)cc2)c2ccccc2)cc1 | -1%
Cc1ccn2c(NC3CCCCC3)c(-c3ccc(C)o3)nc2c1 | -2%
Cc1ccc2c(/C=C/c3ccc(N(C)C)cc3)ccnc2c1 | -14%
CC1CCN(C(=O)Nc2ccc3nc(-c4ccco4)c(-c4ccco4)nc3c2)CC1 | -7%
CCN(N=O)c1ccc(/C=C2\C=Cc3ccccc32)cc1 | 2%
Cc1ccc2nc(CO)[nH]c2c1 | -9%
COc1cccc(/C=C/c2ccnc3ccccc23)c1OC | -7%
COc1ccc(CNc2ncnc3nc[nH]c23)cc1 | 2%&1%
CCCN1CNc2c(c(=O)[nH]c(=S)n2CCc2cc(C)ccc2C)C1 | -8%
CCOC(=O)N1CCN(/[N+]([O-])=N/OCOC)CC1 | 0%
CCSC(N)=Nc1ccc(C(F)(F)F)cc1 | -7%
Cc1ccc(Nc2nc(Nc3ccc(Cl)cc3)nc(N3CCOCC3)n2)cc1 | 1%
CCC[N+](C)(C)c1ccc(/C=C/c2ccnc3ccccc23)cc1 | -63%[inhibitor]
O=c1[nH]/c(=C/c2ccc3c(c2)OCO3)c(=O)[nH]/c1=C\c1ccc2c(c1)OCO2 | -3%
N#CC(C#N)=C(N)/C(C#N)=C/c1ccc(O)cc1 | -9%
CC(C)C(=O)NC(c1ccc(N(C)C)cc1)c1ccc2cccnc2c1O (stereo unspecified) | ?
Cc1ccc2nc(-c3ccc(C)c(NC(=O)COc4ccc(Br)cc4)c3)oc2c1 | 0%
Cc1cccc(C)c1NC(=O)c1nc(S(=O)(=O)Cc2ccccc2F)ncc1Cl | 3%
O=C(NNc1ccccc1C(F)(F)F)c1sccc1Cl | 2%
Cn1c2c(c3cnc4cc(Cl)ccc4c31)CNCC2 | ?
Cc1cc[n+](CC(=O)c2ccc(F)cc2)cc1 | -4%
O=C(Nc1ccccc1Sc1ccccc1)c1cnn2c1NC(=C1CC1)C=C2C(F)F | -4%
O=C1O/C(=C/Br)CCC1c1cccc2ccccc12 (stereo unspecified) | -36%[inhibitor]
CC(C)(C)c1nnc(NC(=O)C2CCN(C(=O)c3ccccc3)CC2)s1 | 3%
O=C(C[n+]1cccc(Cl)c1)c1ccc(O)c(O)c1 | 7%

Next section.
SMILES | aSyn yeast inh
C=C(C)[C@@H]1C2=CC(C(=O)OC)=C(C[C@@H](C(=C)C)[C@H]3O[C@H]3C3=C[C@H]1OC3=O)O2 | -3%
Cc1ccc(NC(=O)c2nc(SCc3ccccc3F)ncc2Cl)cc1 | -4%
CNCCNS(=O)(=O)c1cccc2cnccc12 | 0%
CC1(C)CCC(c2ccc(Cl)cc2)=C(CN2CCN(c3ccc(C(=O)NS(=O)(=O)c4ccc(N[C@H](CCN5CCOCC5)CSc5ccccc5)c(S(=O)(=O)C(F)(F)F)c4)cc3)CC2)C1 | -6%
CC(=O)C[n+]1cccc(Br)c1 | 3%
CN(C)c1ccc(/C=C/c2ccnc3c(N)cccc23)cc1 | -9%
N[C@H](C(=O)O)[C@H](Cc1ccccc1)C(=O)O | 4%
Cc1ccc2nc(CS)[nH]c2c1 | 4%
O=C(C[N+]1(CCO)CCOCC1)c1cccc2ccccc12 | -8%
OCC1OC(n2cnc3c(NO)ncnc32)C(O)C1O (stereo unspecified) | -2%
Cc1ccc2nc(-c3ccc(C)o3)c(Nc3ccc(F)cc3)n2c1 | 2%
O=C(CNC(=O)C1CCCCC1)OCc1ccccc1 | 3%
OB(O)c1ccc(Br)cc1 | -27%
COc1cc2nc(N3CCOCC3)nc(NC3CCN(C)CC3)c2cc1OC | 1%
O=[N+]([O-])c1ccc(Nc2nc(NCCN3CCOCC3)nc(Nc3ccc(I)cc3)n2)cc1 | -68%[inhibitor]
COc1ccc(CN(Cc2ccccc2)C(=O)c2ccc(NC(C)=O)cc2)cc1COc1ccc(NC(C)=O)cc1 | 1%
CC(C)=CNNC(=O)c1ccc(O)cc1 | -3%
CCOc1ccc(/C=C/c2ccc3ccccc3n2)cc1OCC | 11%
CCOC(=O)C1=C(C)NC2=C(C(=O)C(C(=O)OCC)C(c3ccco3)C2)C1c1ccccc1C (stereo unspecified) | 7%
O=C(Cc1cccc(F)c1)NO | 2%
N#Cc1nc(COc2ccc(-c3ccccc3)cc2)oc1N1CCC(C(N)=O)CC1 | 2%
CN1CCN(C(=O)c2ccc3c(=O)n(Cc4ccc5c(c4)OCO5)c(=S)[nH]c3c2)CC1 | -6%
Cc1ccc(C2N=C(Nc3nc4ccccc4o3)NC3=C2C(=O)CC(C)(C)C3)cc1 (stereo unspecified) | 1%
NC(=O)COc1ccccc1C(=O)Nc1ccccc1 | 4%
O=C1CCCC2=C1C(c1ccc(Cl)cc1)N=C(Nc1nc3ccccc3o1)N2 (stereo unspecified) | 5%

(next part)
SMILES | aSyn yeast inh
O=C(COC(=O)C12CC3CC(CC(O)(C3)C1)C2)NCc1ccco1 | -4%
CC1(C)C2CCC1(C)C(NC(=O)COC(=O)c1ccc(S(C)(=O)=O)c([N+](=O)[O-])c1)C2 (stereo unspecified) | 2%
CCN(CC)c1ncnc2c1ncn2[C@@H]1O[C@H](COP(=O)(O)OP(=O)(O)C(Br)(Br)P(=O)(O)O)[C@@H](O)[C@H]1O | -1%
C=CC(=O)c1ccc(CCCCCC)cc1 | -11%
CC(C)(C)c1cc(/C=C(\C#N)C(N)=S)cc(C(C)(C)C)c1O | -53%[inhibitor]
O=C(C[n+]1cccc2cc(Cl)ccc21)c1ccc2c(c1)CCCC2 | 1%
COc1cccc2c1C(=O)/C(=C\c1ccc(N(C)C)cc1)C2 | 1%
CN1CCN2c3ccccc3CC3(C(=O)OC(C)(C)OC3=O)C2C1 (stereo unspecified) | -7%
O=S(=O)(c1cccnc1)N1CCN(c2nc(-c3cccs3)nc3ccccc23)CC1 | 0%
O=C(NC1CC1)c1ccc2nc(-c3ccco3)c(-c3ccco3)nc2c1 | -10%
C[n+]1ccnc2cc(Cl)ccc21 | 2%
c1ccc(CNc2ncnc3nc(N4CCOCC4)[nH]c23)cc1 | 14%
O=CC(=O)c1ccc(Br)cc1 | 9%
N#CC(=C(\N)Sc1ccccc1N)/C(C#N)=C(/N)Sc1ccccc1N | -77%[inhibitor]
O=S(=O)(c1ccc(Cl)cc1)N1CCN(c2nc(Nc3cc(Cl)ccc3O)nc3ccccc23)CC1 | -20%[36.9 µM]
C[N+]1(CC(=O)c2ccc3c(c2)CCCC3)CCOCC1 | ?
COc1cc(OC)c(/C=C/c2cc[n+](C)c3ccccc23)c(OC)c1 | -4%
COc1ccccc1N1CCN(C(c2ccccc2)c2nnnn2Cc2ccccc2)CC1 (stereo unspecified) | ?
COc1ccc(CC(=O)NO)cc1OC | -5%
Clc1ccc(Nc2nc(Nc3ccc(Cl)cc3)nc(N3CCOCC3)n2)cc1 | 3%
OCCNc1nc(-c2cccs2)nc2ccccc12 | -6%
O=C(CNC(=O)c1ccccc1)OCC(=O)c1ccccc1 | 7%
C=C1C=C(C)n2ncc(C(=O)Nc3ccccc3O)c2N1 | -9%
Cc1ccc(S(=O)(=O)N2CCN(c3nc(Nc4ccccc4O)nc4ccccc34)CC2)cc1 | 20%
O=C(CNC(=O)C1CCCCC1)OCCOc1ccccc1 | -6%

The listing continues:
SMILES | aSyn yeast inh
N=S(=O)(O)Cc1noc2ccccc12 | 2%
COC(=O)c1ccc(NC(=O)c2ccccc2OCC(=O)Nc2ccc(Br)cc2)cc1 | -2%
COc1ccccc1CNCCCCCCNCCCCCCCCNCCCCCCNCc1ccccc1OC | ?
Cc1ccc(S(=O)(=O)N2CCN(c3nc(C(N)=O)nc4ccccc34)CC2)cc1 | 1%
CCN1C(=O)[C@H]2[C@H]3[C@H](O)[C@H](O)CC(=O)[C@@H]3CC[C@H]2C1=O | -6%
COc1ccccc1/C=C/c1ccc2ccccc2n1 | 6%
Cc1nc(N2CCN(C)CC2)c2nnn(Cc3ccccc3)c2n1 | -4%
N#Cc1ccc(S(=O)(=O)N2CCN(c3nc(-c4ccccc4)nc4ccccc34)CC2)cc1 | -1%

An excerpt taken from the entries so far, as a working copy:
SMILES | aSyn yeast inh
C=CC(=O)c1ccc(CCCCCC)cc1 | -11%
CC(C)(C)c1cc(/C=C(\C#N)C(N)=S)cc(C(C)(C)C)c1O | -53%[inhibitor]
O=C(C[n+]1cccc2cc(Cl)ccc21)c1ccc2c(c1)CCCC2 | 1%
COc1cccc2c1C(=O)/C(=C\c1ccc(N(C)C)cc1)C2 | 1%
CN1CCN2c3ccccc3CC3(C(=O)OC(C)(C)OC3=O)C2C1 (stereo unspecified) | -7%
O=S(=O)(c1cccnc1)N1CCN(c2nc(-c3cccs3)nc3ccccc23)CC1 | 0%
O=C(NC1CC1)c1ccc2nc(-c3ccco3)c(-c3ccco3)nc2c1 | -10%
C[n+]1ccnc2cc(Cl)ccc21 | 2%
c1ccc(CNc2ncnc3nc(N4CCOCC4)[nH]c23)cc1 | 14%
O=CC(=O)c1ccc(Br)cc1 | 9%
N#CC(=C(\N)Sc1ccccc1N)/C(C#N)=C(/N)Sc1ccccc1N | -77%[inhibitor]
O=S(=O)(c1ccc(Cl)cc1)N1CCN(c2nc(Nc3cc(Cl)ccc3O)nc3ccccc23)CC1 | -20%[36.9 µM]
C[N+]1(CC(=O)c2ccc3c(c2)CCCC3)CCOCC1 | ?
COc1cc(OC)c(/C=C/c2cc[n+](C)c3ccccc23)c(OC)c1 | -4%
COc1ccccc1N1CCN(C(c2ccccc2)c2nnnn2Cc2ccccc2)CC1 (stereo unspecified) | ?
COc1ccc(CC(=O)NO)cc1OC | -5%
Clc1ccc(Nc2nc(Nc3ccc(Cl)cc3)nc(N3CCOCC3)n2)cc1 | 3%
OCCNc1nc(-c2cccs2)nc2ccccc12 | -6%
O=C(CNC(=O)c1ccccc1)OCC(=O)c1ccccc1 | 7%
C=C1C=C(C)n2ncc(C(=O)Nc3ccccc3O)c2N1 | -9%
Cc1ccc(S(=O)(=O)N2CCN(c3nc(Nc4ccccc4O)nc4ccccc34)CC2)cc1 | 20%
O=C(CNC(=O)C1CCCCC1)OCCOc1ccccc1 | -6%
N=S(=O)(O)Cc1noc2ccccc12 | 2%
COC(=O)c1ccc(NC(=O)c2ccccc2OCC(=O)Nc2ccc(Br)cc2)cc1 | -2%
COc1ccccc1CNCCCCCCNCCCCCCCCNCCCCCCNCc1ccccc1OC | ?
Cc1ccc(S(=O)(=O)N2CCN(c3nc(C(N)=O)nc4ccccc34)CC2)cc1 | 1%
CCN1C(=O)[C@H]2[C@H]3[C@H](O)[C@H](O)CC(=O)[C@@H]3CC[C@H]2C1=O | -6%

A portion of the library; the hit share may differ from the screen's.
